MPTP inh: mitochondrial permeability transition pore inhibitors, primary screen, biochemical, isolated mouse mitochondria, absorbance | Ca2+ swelling absorbance, 30 min | inhibition, % at 10 µM | 360,000 compounds, 1.4% hits;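 active = inhibition of 50% or more, scaled per plate between neutral and stimulator controls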;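 note: 0% = DMSO wells given calcium and 100% = 1 mM EGTA wells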
CXCR6 inh: CXCR6 receptor inhibitors, primary screen, cell-based, beta-arrestin, luminescence, CHO-K1 PathHunter, 1536-well. C-X-C chemokine receptor type 6 (Homo sapiens), O00574. inhibition, % at 20 µM. 360,000 compounds, 0.36% hits. AID 602244, 2012; in the data active = inhibition above about 34%, passing the limit was not always enough;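 note: antagonist mode with CXCL16 agonist at 10 nM final; 0% = 10 nM CXCL16 with DMSO and 100% = unstimulated wells without agonist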
Target sequence (O00574 whole entry, looked up): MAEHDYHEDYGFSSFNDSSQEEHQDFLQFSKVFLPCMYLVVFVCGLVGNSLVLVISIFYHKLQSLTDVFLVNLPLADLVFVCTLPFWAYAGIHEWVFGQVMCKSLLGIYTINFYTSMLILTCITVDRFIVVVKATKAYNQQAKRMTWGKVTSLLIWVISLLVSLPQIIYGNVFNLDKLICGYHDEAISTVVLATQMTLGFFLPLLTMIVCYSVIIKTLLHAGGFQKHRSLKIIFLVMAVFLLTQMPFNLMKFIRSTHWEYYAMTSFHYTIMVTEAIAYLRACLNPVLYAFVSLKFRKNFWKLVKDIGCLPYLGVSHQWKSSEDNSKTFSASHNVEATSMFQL
APOBEC3G inh: APOBEC3G DNA deaminase inhibitors, primary screen, biochemical, fluorescence, single-stranded DNA substrate, uHTS. DNA dC->dU-editing enzyme APOBEC-3G (Homo sapiens), Q9HC16. recombinant A3G, ssDNA deamination FAM/TAMRA fluorescence. inhibition, % at 20 µM. 330,000 compounds, 0.28% hits;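 active = inhibition of at least 40% at 20 µM, with no more than 30% in the related APOBEC3A deaminase screen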;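 note: plate controls were DMSO wells with A3G for no effect and wells lacking A3G enzyme for full effect; some compounds called inactive have numbers as strong as hits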
EBI2 antag: EBI2 receptor antagonists, beta-arrestin recruitment, primary screen, cell-based, luminescence, 7a,25-OHC stimulation, uHTS. 360,000 compounds, 0.81% hits. 7a,25-OHC stimulated. G-protein coupled receptor 183 (Homo sapiens), P32249. inhibition, % at 5 µM; in the data active = inhibition above about 38%;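 note: enzyme fragment complementation signal reports receptor beta-arrestin coupling in cells; 0% = agonist plus DMSO wells and 100% = wells without agonist; some results beyond the cut were filed as inactive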
Gli-Sufu antag: Gli-Sufu pathway antagonists, primary screen, luciferase luminescence, Sufu-KO-LIGHT cells, uHTS | Sufu-KO-LIGHT fibroblasts, Gli luciferase reporter luminescence | inhibition, % at 5 µM | 340,000 compounds, 0.74% hits | AID 588413, 2011;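 active = inhibition above about 55%, limit read from the data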;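 note: 0% = DMSO-treated cells and 100% = wells with medium but no cells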
A3A deaminase: APOBEC3A ssDNA deaminase inhibitors, primary screen, selectivity assay for APOBEC3G inhibitor project, biochemical, FAM/TAMRA oligo cleavage fluorescence; 330,000 compounds, 0.41% hits; recombinant A3A, FAM/TAMRA ssDNA deamination fluorescence; DNA dC->dU-editing enzyme APOBEC-3A (Homo sapiens), P31941; inhibition, % at 20 µM;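 active = at least 40% inhibition at 20 µM here, with at most 30% in a related deaminase screen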;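 note: plate controls were A3A with DMSO for no effect and wells lacking A3A enzyme for full effect; some results filed as inactive read as strong as hits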
Target sequence (P31941 whole entry, looked up): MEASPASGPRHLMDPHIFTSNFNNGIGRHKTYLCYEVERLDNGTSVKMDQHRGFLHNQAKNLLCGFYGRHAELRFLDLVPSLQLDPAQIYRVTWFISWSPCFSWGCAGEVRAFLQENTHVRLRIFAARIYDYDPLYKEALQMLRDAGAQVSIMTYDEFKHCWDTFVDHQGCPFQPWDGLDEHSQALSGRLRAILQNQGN
NR3A LBD binder: binders of NR3A ligand-binding domain, primary screen, biophysical, differential scanning fluorimetry, uHTS | NR3A LBD differential scanning fluorimetry, Tm shift; 0% = protein alone, 100% = glycine-bound protein | Tm shift relative to glycine control, % at 25 µM | 340,000 compounds, 2.5% hits | AID 1259313, 2017;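 active = melting temperature shift of at least 10% of the positive control shift, at one fixed dose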
CCR6 antagonist: CCR6 receptor antagonists, primary screen, cell-based, CHO-K1, luminescence, beta-arrestin, uHTS | 340,000 compounds, 0.49% hits | CHO-K1 CCR6 PathHunter beta-arrestin, CCL20-stimulated | C-C chemokine receptor type 6 (Homo sapiens), P51684 | inhibition, % at 20 µM;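 active = compounds whose inhibition of the agonist-driven luminescence signal at 20 µM reaches about 50%, limit read from the data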;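 note: cells stimulated with CCL20 at 14 nM final; plate controls were DMSO with CCL20 for no effect and DMSO without agonist for full effect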
Target sequence (P51684 whole entry, looked up): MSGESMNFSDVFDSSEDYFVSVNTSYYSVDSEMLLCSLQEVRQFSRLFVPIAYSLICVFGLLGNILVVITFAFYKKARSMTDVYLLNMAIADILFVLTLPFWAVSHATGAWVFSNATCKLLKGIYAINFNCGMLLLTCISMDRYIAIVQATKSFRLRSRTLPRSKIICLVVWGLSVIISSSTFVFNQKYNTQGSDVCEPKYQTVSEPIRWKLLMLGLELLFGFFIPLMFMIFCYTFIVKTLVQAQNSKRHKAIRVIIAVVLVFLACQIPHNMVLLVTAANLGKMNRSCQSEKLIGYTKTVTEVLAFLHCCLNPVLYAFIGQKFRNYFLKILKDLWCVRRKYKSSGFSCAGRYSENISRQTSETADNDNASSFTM
* hit, by the source's call; . = not tested or not shown.

SMILES	MPTP inh	CXCR6 inh	APOBEC3G inh	EBI2 antag	Gli-Sufu antag	A3A deaminase	NR3A LBD binder	CCR6 antagonist
CC1=C2C(=O)C3C(CC=C4CC(OC5OC(O)C(O)C(O)C5CO)CCC43C)C2CCC12OC1CC(C)CNC1C2C (centres undefined)	1.8	-5	-4	0	-1	2	0	6
COC(=O)C1=C(c2ccc(OC)c(OC)c2)C[C@@H]2CC[C@H]1N2C(=O)NC1CC1	5.3	-1	-4	-8	-15	3	-1	9
COc1ccc(OCC#CCN2CCC(C)CC2)cc1	2.3	4	-8	4	2	-5	0	-9
COc1ccccc1Oc1c(C)oc2cc(OC(=O)N(C)C)ccc2c1=O	-0.1	4	3	-7	4	-1	-3	7
CCc1nnc(NS(=O)(=O)c2ccc(N=Cc3c(O)n(-c4ccccc4)c(=O)[nH]c3=O)cc2)s1	-1.0	-3	-3	-4	-3	4	1	-3
CCCNC(=O)N1[C@H]2CC[C@@H]1C(C(=O)OC)=C(c1cccc(OC)c1OC)C2	-1.4	4	-8	-35	-4	-4	0	-4
O=C(CN1CC=C(c2ccccc2)CC1)NC(=O)NC1CCCCC1	-0.9	-10	-8	2	7	0	-1	6
CCC(C)n1c(C)cc(C(N)=O)c1C (centres undefined)	0.9	2	-5	-15	7	0	-2	2
O=c1[nH]c(=S)n(-c2ccccc2F)c(O)c1C=Nc1ccc(N2CCOCC2)cc1	3.1	-19	-2	-3	13	1	2	12
COc1ccc(-n2cnc3cc(C(=O)N4CCC5(CC4)OCCO5)ccc32)cc1	2.4	1	-6	3	-6	-1	-3	-9
Cc1c(N=Cc2c(O)n(CCc3ccc(F)cc3)c(=O)[nH]c2=O)c(=O)n(-c2ccccc2)n1C	0.1	6	-11	-5	-7	-9	0	8
CCC12CN3CCN(CC(C3)C1O)C2 (centres undefined)	-1.7	-9	-1	0	0	0	4	11
C1=CC(Cc2cncs2)c2ccccc21 (centres undefined)	-1.8	0	-6	-5	-2	-1	-3	9
CCOC(=O)c1c(C)n(Cc2ccc3c(c2)OCO3)c2ccc(O)cc12	0.3	1	-4	5	-7	-2	-8	4
O=C1/C(=C/c2ccc3c(c2)OCO3)N2CCC1CC2	-0.7	2	-3	-4	-4	1	1	-2
CCC(C)N1C(=O)/C(=C\c2cnc(N(C)C)nc2)C(=O)NC1=S (centres undefined)	-3.2	-2	0	1	-1	-3	-5	3
COc1ccc(C(=O)NC(=S)N2C[C@H]3C[C@H](C2)c2cccc(=O)n2C3)cc1OC	1.6	-1	-7	6	-46	2	-2	-2
CN1C(=O)NC(=O)C(C)(C2=CCCCC2)C1=O (centres undefined)	-0.4	-3	-1	1	5	3	0	-7
COC(=O)C(O)(c1c[nH]c2ccccc12)C(F)(F)F (centres undefined)	0.1	-7	-3	0	0	-1	1	0
Cc1ccc(S(=O)(=O)CC(C)(O)C(=O)Nc2cccc(C(F)(F)F)c2)cc1 (centres undefined)	-0.8	0	-6	-9	-3	-6	0	-1
O=C(C1CC(c2ccc(Cl)c(Cl)c2)=NO1)N1CCC2(CC1)OCCO2 (centres undefined)	0.8	-11	0	0	-4	1	1	-2
O=P(O)(O)/C=C(\Cl)c1ccccc1	0.3	2	-6	-7	-7	-2	2	-2
COc1cccc(C(=O)N2CCC3(CC2)OCCO3)c1	-0.1	-1	-11	-2	-2	-5	2	-1
COc1ccc(N/N=C/c2c(O)n(-c3ccc(C)c(C)c3)c(=O)[nH]c2=O)cc1	0.4	1	51*	9	0	-2	-1	-6
CCCCC(=O)N/N=C/c1c(O)n(CCC2=CCCCC2)c(=O)[nH]c1=O	-4.5	22	-5	8	4	1	-3	15
CCCCN1C(=O)NC(=O)C2(Cc3c(nc4c(C)cccn4c3=O)N3CCc4ccccc4C32)C1=O (centres undefined)	7.3	-10	3	-7	14	2	3	8
CCOC(=O)c1ccc(NC(=O)N2CC3CC(C2)c2cccc(=O)n2C3)cc1 (centres undefined)	0.4	4	2	-9	8	1	-3	1
CC12CC[C@H]3[C@@H](CCC4(O)C[C@H](O)CCC34/C=N/NC(=O)c3ccc(O)cc3)C1(O)CCC2C1=CC(=O)OC1 (some centres undefined)	1.2	8	-3	7	-1	3	-1	4
FC(F)(F)c1ccccc1N1CC1c1ccncc1 (centres undefined)	-1.3	-7	-8	-7	44	-4	2	-1
CCC(C)C1(CC)C(=O)NC(=O)N=C1N (centres undefined)	-0.3	0	-5	-22	3	1	1	-3
COc1ccc(NC(=O)c2cc([N+](=O)[O-])ccc2N2CCNCC2)cc1	-0.7	9	-1	12	16	5	0	15
Cc1cccc(-n2c(C)nc3ccc(Cl)cc3c2=O)c1	0.4	-4	-5	-11	-10	-7	1	10
Cc1cccc(NC2=NCCCS2)c1C	-0.8	10	-3	-4	10	-1	0	10
CCN1CCN(c2nc3c(c(=O)[nH]2)CCCC3)CC1	0.2	-2	4	-2	5	4	0	4
CC12CN3CN(C1)CC(C)(C3)C2=NO	0.4	-8	-2	-5	-2	1	-4	4
COC(=O)CCCNC(=O)CN1CC(c2ccccc2)CC1=O (centres undefined)	-2.2	-4	-4	2	-2	-1	0	1
COC(=O)C1=C(c2ccc(S(C)(=O)=O)cc2)C[C@@H]2CC[C@H]1N2C(=O)NCCCOC(C)C	0.4	-8	0	8	-6	10	-1	-5
CC(=O)c1c(O)n(C2CCCCCC2)c(=O)[nH]c1=O	-4.0	-3	-1	2	-6	0	1	4
O=C(CN1CCCCC1)NCC(=O)Nc1ccc(Br)cc1C(=O)c1ccccc1	0.5	-2	0	-1	37	2	0	13
O=C(C(=O)N1CCOCC1)c1cn(CCCOc2ccccc2)c2ccccc12	2.4	10	-11	-4	-11	2	-2	18

Laid out differently: results already given
| SMILES | MPTP inh | CXCR6 inh | APOBEC3G inh | EBI2 antag | Gli-Sufu antag | A3A deaminase | NR3A LBD binder | CCR6 antagonist |
| --- | --- | --- | --- | --- | --- | --- | --- | --- |
| CCCCN1C(=O)NC(=O)C2(Cc3c(nc4c(C)cccn4c3=O)N3CCc4ccccc4C32)C1=O (centres undefined) | 7.3 | -10 | 3 | -7 | 14 | 2 | 3 | 8 |
| CCOC(=O)c1ccc(NC(=O)N2CC3CC(C2)c2cccc(=O)n2C3)cc1 (centres undefined) | 0.4 | 4 | 2 | -9 | 8 | 1 | -3 | 1 |

Carrying on.
SMILES	MPTP inh	CXCR6 inh	APOBEC3G inh	EBI2 antag	Gli-Sufu antag	A3A deaminase	NR3A LBD binder	CCR6 antagonist
C=CCOC(=O)c1ccccc1N	-1.8	1	-6	6	-6	2	-1	-2
O=C(CCCCCn1c(=S)[nH]c2ccccc2c1=O)N1CCC2(CC1)OCCO2	-0.7	6	0	6	8	0	-2	-11
Cc1cc(OC(C)C(=O)NCC2CCC(C(=O)O)CC2)c2c3c(c(=O)oc2c1)CCC3 (centres undefined)	-0.5	-2	-8	-11	-7	-2	-4	9
O=P(Oc1ccccc1)(Oc1ccccc1)c1ccccc1	2.4	4	1	5	3	4	-1	18
OCC[N+]12CCC(CC1)C(C(O)(c1ccccc1)c1ccccc1)C2 (centres undefined)	0.7	3	-8	-10	4	-3	8	6
O=C(c1cc(C(=O)NCc2ccc(Cl)cc2)c(=O)n(Cc2ccc(Cl)cc2)c1)c1cc(F)ccc1O	33	-4	-14	22	7	-8	18*	15
CN(C)c1nc(N(C)C)nc(N(C#N)CCCl)n1	0.4	-7	-8	3	-6	-3	-1	-5
CC12CC1(C)C(=O)N(c1cc(Cl)cc(Cl)c1)C2=O (centres undefined)	-0.6	10	.	-11	-2	.	2	8
COc1cc(O)cc2c1C(=O)OC(C)CCCC(=O)CCC/C=C\2 (centres undefined)	-0.8	-10	12	2	22	-2	0	6
Oc1ccc2c3c1OC1c4oc5ccccc5c4C[C@@]4(O)[C@@H](C2)N(CC2CC2)CC[C@]314 (some centres undefined)	0.6	2	2	-1	9	5	-2	9
Cc1cc(OC(=O)N(C)C)n(-c2ccccc2)n1	0.2	0	-4	-15	7	-2	2	-8
Cc1ccsc1C(=O)C1CCCN(Cc2cnc(N3CCCC3)s2)C1 (centres undefined)	-0.8	11	-8	0	16	-5	-1	0
CCOP(=O)(OCC)C(O)c1cccnc1 (centres undefined)	-0.2	-1	7	-10	12	4	1	0
COc1ccc(-n2nc(C(=O)NCC(=O)N3CCC4(CC3)OCCO4)c3ccccc3c2=O)cc1OC	0.3	5	1	1	-35	-1	-2	4
c1cncc(C2Nc3cccc4cccc(c34)N2)c1	1.6	0	45*	-8	14	22	1	-6
CCOP(=O)(C#Cc1ccccc1)C(O)c1ccc(Br)cc1 (centres undefined)	3.7	9	-10	-6	1	-6	0	7
O=c1[nH]c(=O)n(Cc2ccccc2)c(O)c1C=NCCN1CCNCC1	-0.3	0	10	-7	-3	2	3	10
O=C1NC(=O)N(Cc2ccccc2)C(=O)/C1=C\c1ccco1	0.9	-3	19	-2	-4	19	-2	7
Oc1c(Cl)cc(Cl)cc1CN1CCN(Cc2ccccc2)CC1	-1.0	4	-4	4	10	3	3	2
O=c1c2ccccc2nc(-c2ccoc2)n1-c1ccccc1	0.0	3	-2	-3	9	2	1	0

Single records, from the list above.
O=C(CCCCCn1c(=S)[nH]c2ccccc2c1=O)N1CCC2(CC1)OCCO2 reads MPTP inh = -0.7; CXCR6 inh = 6; APOBEC3G inh = 0; EBI2 antag = 6; Gli-Sufu antag = 8; A3A deaminase = 0; NR3A LBD binder = -2; CCR6 antagonist = -11
CCOP(=O)(C#Cc1ccccc1)C(O)c1ccc(Br)cc1 (centres undefined) reads MPTP inh = 3.7; CXCR6 inh = 9; APOBEC3G inh = -10; EBI2 antag = -6; Gli-Sufu antag = 1; A3A deaminase = -6; NR3A LBD binder = 0; CCR6 antagonist = 7

Next section.
SMILES	MPTP inh	CXCR6 inh	APOBEC3G inh	EBI2 antag	Gli-Sufu antag	A3A deaminase	NR3A LBD binder	CCR6 antagonist
Cn1ncc(Cl)c1C(=O)N1CCC2(CC1)OCCO2	-0.3	-1	-4	-10	7	0	-26	-1
Cc1ccc2nc(N3CCN(C)CC3)[nH]c2c1	1.4	-8	-3	-3	-16	0	0	12
O=C(Nc1cccc(OC(=O)N2CCCCC2)c1)N1CCOCC1	-0.7	4	-18	-18	1	-7	2	12
O=C(c1ccc2c(c1)ncn2C1CCCCC1)N1CCC2(CC1)OCCO2	.	.	-3	.	-4	-2	0	4
CCC(=NCCC(c1ccccc1)c1ccccc1)c1c(O)[nH]c(=O)[nH]c1=O	0.9	0	-6	19	-1	-3	1	16
CCCC(=O)C1C(=O)NC(=O)NC1=O	-2.4	-4	2	-6	8	-4	0	-13
Nc1c(C(=O)NC2CCCC2)c2nc3ccccc3nc2n1CC1CCCO1 (centres undefined)	3.9	-2	-7	17	-3	-3	-9	0
COc1ccc(CN2C(=O)CC(=O)NC2=S)cc1	1.4	-2	-1	1	0	0	-2	18
Cc1ccccc1NS(=O)(=O)c1ccc(OCC(=O)N2CCN(C)CC2)cc1	-2.2	8	-5	3	0	1	0	16
O=c1c2ccccc2nc(-c2ccccc2)n1-c1ccncc1	-1.3	4	-6	0	-9	0	0	20
C=CCCC1(C2=CCCCC2)C(=O)NC(=O)NC1=O	-0.5	3	.	-15	-8	.	15*	0
COc1ccc(Cl)cc1NC1=NCC(C)S1 (centres undefined)	-0.2	-2	-10	-2	5	0	-1	-13
N#Cc1cn(C2OC(CO)C(O)C2O)c2ncnc(N)c12 (centres undefined)	-2.9	0	.	11	81*	.	-1	4
C1CCCN(C2CCNCC2)CC1	2.3	-2	-6	3	21	-5	-2	12

Compound activity from PubChem BioAssay.

A portion of the library, so the mix of outcomes need not match the whole.
